# Screening data from PubChem BioAssay.
# MazF activator = increases E. coli MazEF RNase cleavage of RNA | hit rate 0.32% among 350,000 | FAM/BHQ RNA-DNA oligo cleavage fluorescence, 5 h | P0AE70 | activation, % at 20 µM; in the data active = activation above about 50%
# Target sequence (P0AE70 whole entry, looked up): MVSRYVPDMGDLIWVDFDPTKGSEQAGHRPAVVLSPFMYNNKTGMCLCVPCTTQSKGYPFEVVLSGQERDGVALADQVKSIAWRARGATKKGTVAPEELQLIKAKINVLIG
# FadD28 binding = blocks FadD28 binding to the bisubstrate probe. fluorescence polarization. inhibition, % at 12.5 µM. hit rate 0.22% among 360,000. AID 588549; in the data active = inhibition above about 8.5%, passing the limit was not always enough; inconclusive = no clear call, values can overlap the other calls
# BoNT-F LC inh = BoNT F light chain protease inhibition. inhibition, % at 10 µM. Multiplex microsphere protease cleavage assay, flow cytometry. hit rate 0.22% among 360,000; in the data active = inhibition above about 35%, passing the limit was not always enough; inconclusive = no clear call, values can overlap the other calls; note: plate controls were buffer without enzyme for full effect and enzyme alone for no effect
# FBA Mtb inh = inhibitors of M. tuberculosis fructose-bisphosphate aldolase | purified M. tuberculosis FBA, fluorescence read-out | hit rate 2.3% among 360,000 | inhibition, % at 1 µM | P9WQA3; in the data active = inhibition above about 27%;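 note: 0% = vehicle and 100% = reference inhibitor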
# Rv3671c protease = inhibitors of M. tuberculosis serine protease Rv3671c; inhibition, % at 5.96 µM; hit rate 0.048% among 320,000; in the data active = inhibition above about 38%;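 note: extracellular domain of Rv3671c used as enzyme; 0% = enzyme with DMSO and 100% = no enzyme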
# Target sequence (P9WHR9 whole entry, looked up, the tested form may be a part): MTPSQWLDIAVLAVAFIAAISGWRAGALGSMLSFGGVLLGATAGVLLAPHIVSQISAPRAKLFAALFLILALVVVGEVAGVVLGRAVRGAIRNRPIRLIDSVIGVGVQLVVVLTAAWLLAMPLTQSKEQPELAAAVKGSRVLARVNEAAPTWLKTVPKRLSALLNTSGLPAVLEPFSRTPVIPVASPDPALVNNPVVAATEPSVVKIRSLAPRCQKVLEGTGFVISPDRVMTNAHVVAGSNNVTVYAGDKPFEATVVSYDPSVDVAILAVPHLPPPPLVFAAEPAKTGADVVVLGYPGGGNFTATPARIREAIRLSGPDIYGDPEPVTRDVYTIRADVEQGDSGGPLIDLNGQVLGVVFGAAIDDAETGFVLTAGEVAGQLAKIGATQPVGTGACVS
# PrPC TRFRET = reduces human prion protein on the cell surface. cell surface PrPC, TR-FRET read-out. P04156. inhibition, % at 13.8 µM. AID 720596. hit rate 0.43% among 370,000; in the data active = inhibition above about 24%; note: 0% = median of the test wells and 100% = reference compound wells
# Mtb BioA inh = BioA (M. tuberculosis) enzyme inhibition; purified M. tuberculosis BioA enzyme, plate reader; inhibition, % at 9.99 µM; hit rate 0.096% among 360,000; in the data active = inhibition above about 40%; inconclusive = no clear call, values can overlap the other calls
# UGM FP inh = inhibitors of M. tuberculosis UDP-galactopyranose mutase. P9WIQ1. purified UGM, fluorescence polarization probe displacement. inhibition, % at 10 µM. hit rate 0.06% among 320,000. AID 504406; in the data active = inhibition above about 10%, passing the limit was not always enough; inconclusive = no clear call, values can overlap the other calls
# Target sequence (P9WIQ1 whole entry, looked up): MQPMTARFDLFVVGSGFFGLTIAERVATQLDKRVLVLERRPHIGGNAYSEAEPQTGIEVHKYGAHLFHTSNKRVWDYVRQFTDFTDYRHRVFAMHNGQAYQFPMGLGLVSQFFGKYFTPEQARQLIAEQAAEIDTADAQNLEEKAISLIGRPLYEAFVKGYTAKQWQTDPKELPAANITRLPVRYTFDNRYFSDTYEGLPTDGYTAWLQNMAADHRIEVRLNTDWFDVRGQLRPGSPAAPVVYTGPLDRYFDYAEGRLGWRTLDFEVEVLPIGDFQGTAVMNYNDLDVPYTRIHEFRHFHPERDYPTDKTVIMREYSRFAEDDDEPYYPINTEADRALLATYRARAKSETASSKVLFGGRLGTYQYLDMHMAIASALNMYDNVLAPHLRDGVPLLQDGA
# GDH-TPI counter = counter-screen for M. tuberculosis FBA inhibitors: GDH-TPI coupled enzymes | GDH-TPI coupled enzyme counterscreen, NADH absorbance | inhibition, % at 4.8 µM | hit rate 1.2% among 360,000 | AID 588335; in the data active = inhibition above about 30%;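 note: 0% = DMSO wells and 100% = wells lacking the enzyme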
# An asterisk follows results filed as active; ? = inconclusive; · = no result given.
# Below each SMILES – MazF activator	FadD28 binding	BoNT-F LC inh	FBA Mtb inh	Rv3671c protease	PrPC TRFRET	Mtb BioA inh	UGM FP inh	GDH-TPI counter
- CCc1ccc(C(CC(=O)c2ccc(Cl)cc2)C(=O)O)cc1 (stereo not given)
    10	-0.9	-4	0	-24	0	·	4.2	6
- c1ccc(Cc2nnc3sc(Nc4ccccc4)nn23)cc1
    9	-0.5	-3	-1	-7	1	·	3.9	12
- COc1ccc(C(=O)/C=C/NCc2ccc(F)cc2)cc1OC
    3	-0.3	·	-1	0	-7	0.8	0.6	34*
- CN1C2CCC1CC(OC(c1ccccc1)c1ccccc1N)C2 (stereo not given)
    1	-3.4	-10	0	-1	-6	-1.2	-0.7	-8
- CCn1cc(C(=O)N[C@H](C)c2ccccc2)c(=O)c2cc(F)c(N3CCN(C)CC3)cc21
    5	-0.6	-4	15	-2	-6	·	-4.0	14
- CC(=O)N1CCC2(CC1)CC(=O)c1cc(OCC(=O)N3CCCC3)ccc1O2
    -11	-1.8	1	60*	6	-8	·	4.1	9
- COc1ccc(CC(=O)N/N=C(/C)CC(=O)N(C)c2ccccc2)cc1
    -18	·	6	4	1	6	·	-2.4	1
- Cc1cc(C)cc(NC(=O)CCc2nc3sc4c(c3c(=O)[nH]2)CCCC4)c1
    -16	-0.9	9	1	-24	23	-1.0	-1.0	11
- Cc1cc(Cl)ccc1OCC(=O)OCC(=O)Nc1ccc(F)c([N+](=O)[O-])c1
    -16	-8.7	-1	-3	-18	-13	·	-0.6	-6
- CCCCCN=C(C)c1c(O)c2ccccc2oc1=O
    8	-1.8	-23	-6	8	-1	-0.2	4.2	13
- COc1ccc(OCC(=O)NCCNC(=O)c2ccncc2)cc1
    0	0.5	0	0	-6	-4	-0.8	0.9	-7
- CCOC(=O)Cn1c(-c2cccnc2Cl)nc2cc(C)c(C)cc21
    -8	-2.3	1	0	-1	5	0.5	-2.9	-5
- Cc1ccc(Nc2nc3ccccc3n3cnnc23)cc1C
    14	-0.6	14	-3	2	3	-1.1	0.9	9
- CCn1cc(C(=O)OCc2ccccc2)c(=O)c2ccc(C)nc21
    3	-3.0	-10	-3	-10	-3	6.9	-2.3	3
- COC(=O)C1=Nc2ccccc2/C1=C\c1c(O)n(-c2ccc(Br)cc2)c(=O)[nH]c1=O
    -1	-4.0	0	14	-13	5	·	0.9	14
- O=C1c2cc(O)cc(O)c2C(=O)c2c1cc(O)c([C@@H](CO)CCO)c2O
    1	20*	-5	-4	0	-43	6.0	-0.6	10
- Clc1ccccc1CSc1snnc1-c1ccccc1
    -13	-6.5	-4	0	-3	3	-0.4	4.0	-3
- CC(=O)NN1C(=O)/C(=C2/Sc3ccccc3N2C)SC1=S
    -9	-0.5	-20	-7	-6	-9	·	1.1	0
- Cc1ccc(C)c(OCCC(=O)NNC(=O)c2ccccc2)c1
    2	-1.0	9	3	2	-1	-0.5	-0.3	-9
- O=C1CC(C(=O)O)S/C(=N\N=C\c2ccc(Br)cc2)N1 (stereo not given)
    -10	-1.4	1	0	-1	2	-0.8	-1.5	66*
- CCS(=O)(=O)N1Cc2ccccc2CC1C(=O)N1CCN(c2cccc(C)c2C)CC1 (stereo not given)
    7	-1.7	-2	-1	-4	3	-1.2	4.9	6
- COc1ccccc1N1CCN(C(CNC(=O)c2ccc3c(c2)OCO3)c2cccnc2)CC1 (stereo not given)
    2	-2.3	-6	0	10	12	-1.9	-0.6	3
- CCn1c(SCC(=O)Nc2ccc(N3CCOCC3)cc2)nnc1-c1ccc(OC)cc1
    1	0.2	-13	2	1	·	·	1.0	3
- CCNC(=O)C1CCCN(Cc2cc(C(F)(F)F)ccc2Cl)CC1 (stereo not given)
    ·	-4.0	-3	-1	·	1	-1.8	·	-4
- O=C(CO/N=C/c1ccccc1Cl)N1CCCc2ccccc21
    7	-0.4	5	3	-6	1	-2.6	-2.6	3
- O=C(COC(=O)c1ccc(S(=O)(=O)N2CCOCC2)cc1)NCc1ccccc1
    -1	-2.0	-15	-2	-7	4	-1.4	-0.8	-1
- O=C(c1cccs1)c1cn(CC(=O)N2CCc3ccccc3C2)c2ccccc12
    -9	-3.5	11	0	-18	-2	0.7	1.6	15
- COc1cccc(C(=O)COC(=O)CCC(=O)NC2CCCCC2)c1
    3	-2.2	-1	-4	3	3	0.2	3.4	-6
- CCOC(=O)c1cc(-c2ccccc2)sc1NC(=O)CCN1C(=O)c2ccccc2C1=O
    -7	0.4	-2	-4	7	-4	0.2	2.9	0
- Cc1ccsc1/C=C1\Oc2cc(O)ccc2C1=O
    -765	-3.8	2	-23	·	-34	-30	·	7

# Next part; the last four above are carried over.
# Below each SMILES – MazF activator	FadD28 binding	BoNT-F LC inh	FBA Mtb inh	Rv3671c protease	PrPC TRFRET	Mtb BioA inh	UGM FP inh	GDH-TPI counter
- O=C(c1cccs1)c1cn(CC(=O)N2CCc3ccccc3C2)c2ccccc12
    -9	-3.5	11	0	-18	-2	0.7	1.6	15
- COc1cccc(C(=O)COC(=O)CCC(=O)NC2CCCCC2)c1
    3	-2.2	-1	-4	3	3	0.2	3.4	-6
- CCOC(=O)c1cc(-c2ccccc2)sc1NC(=O)CCN1C(=O)c2ccccc2C1=O
    -7	0.4	-2	-4	7	-4	0.2	2.9	0
- Cc1ccsc1/C=C1\Oc2cc(O)ccc2C1=O
    -765	-3.8	2	-23	·	-34	-30	·	7
- Cc1cccc(C)c1NC(=O)CSc1ncnc2nc[nH]c12
    14	-0.8	0	2	2	-2	-1.7	-1.0	3
- N=C1C(c2nc3ccccc3s2)=C(O)CN1C1CCC(O)CC1 (stereo not given)
    5	·	·	·	-13	6	·	-2.5	·
- Cc1ccc(C)n1-c1ccc(C(=O)NN)s1
    -2	-0.9	-13	-2	0	-2	-0.9	-0.3	21
- COCCn1c(SC(C)C(=O)NCC2CCCO2)nc2sc3c(c2c1=O)CCC3 (stereo not given)
    2	-2.4	-15	-2	5	-3	-0.3	2.0	21
- COC(=O)CSc1nc(N2CCOCC2)c2c(c1C#N)CC(C)(C)OC2
    -6	1.2	-11	1	-2	7	-1.4	3.3	8
- CCCNC(=O)c1cc(C2CCCCN2C(=O)c2ccc(C#N)cc2)on1 (stereo not given)
    ·	-2.7	8	2	·	-12	-0.9	·	12
- O=C(Nc1ccc(F)cc1F)c1csc(-c2ccncc2)n1
    -6	-0.9	4	1	1	-1	·	1.2	0
- CCCCN(c1ccccc1)S(=O)(=O)c1cccc(C(=O)O)c1
    2	-6.1	-4	2	2	-1	-0.6	-0.4	0
- CCCc1cc(=O)[nH]c(SCC(=O)Nc2sccc2C#N)n1
    -2	-0.9	0	4	·	2	0.4	·	0
- COc1ccc(/C=N/NC(=O)c2cc[n+]([O-])cc2)cc1OC
    0	1.7	-8	-1	-2	·	-0.8	-4.1	21
- CN1OC[C@@H]2CN(Cc3ccccc3)[C@H](c3ccc(N4CCCCC4)cc3)C[C@@H]21
    ·	-1.9	-6	0	·	-14	-1.9	·	·
- COc1ccc(N(C(=O)Cn2nnc(-c3ccc(F)cc3)n2)C(C)C(=O)NC2CCCC2)cc1 (stereo not given)
    3	0.2	6	2	2	7	-1.9	-2.3	7
- Cc1ccc(-c2cc(C(F)F)nc(N3CCC(C)CC3)n2)cc1
    -3	-0.2	-6	0	0	6	0.5	6.1	0
- Cc1cccc(NC(=O)CCC(=O)Nc2nnc(C(F)(F)F)s2)c1
    11	-3.5	3	2	7	2	·	0.9	-1
- Cc1ccc(N2C(=O)CC(=O)NC2=O)c(C)c1
    -4	1.0	-5	-1	-8	3	0.4	0.4	9
- Brc1ccccc1
    0	-3.8	-3	-1	1	8	-0.4	0.1	-12
- COc1cccc(/C=C(/C#N)c2ccc(F)cc2)c1OCc1cccc(C(=O)O)c1
    -4	-4.4	1	4	-10	0	2.1	0.6	4
- CC(OC(=O)c1ccncc1)C(=O)Nc1cccc([N+](=O)[O-])c1 (stereo not given)
    8	-1.6	-2	3	-1	16	·	-1.3	-5
- Cc1cc(C)n(C(=O)CSc2ccc(Cl)cc2)n1
    4	-2.3	8	1	0	-7	·	-3.4	-4
- O=C(COC(=O)c1ccc(Cl)nc1)Nc1ccc(N2CCOCC2)cc1
    2	-1.6	8	4	·	5	-1.2	·	6
- CCCCCCN(C(=O)CCCCCN1C(=O)NC(c2ccc([N+](=O)[O-])cc2)C(C(=O)OCc2ccccc2)=C1C)C(C(=O)NCCCC)C1CCCCC1 (stereo not given)
    3	-1.3	1	1	·	-2	-0.6	·	3
- COCCN(C(=O)c1ccc(C#N)cc1)c1c(N)n(Cc2ccccc2)c(=O)[nH]c1=O
    0	·	1	1	1	-3	-2.8	-0.2	0
- COc1cc(C(CC(=O)Nc2ccc(C)cn2)N2Cc3ccccc3C2=O)cc(OC)c1OC (stereo not given)
    -2	-0.4	4	2	-13	-3	-0.1	2.2	4
- CC12CCC3c4ccc(O)cc4CCC3C1CC(=NO)C2O (stereo not given)
    7	-2.3	-1	4	·	-7	·	·	7
- Cc1oc(-c2cc3c(cc2Cl)OCO3)nc1CN1CCCC(C(=O)N2CCOCC2)C1 (stereo not given)
    -7	2.3	2	6	4	-1	·	3.0	3
- CC1(C(=O)NS(=O)(=O)C2CC2)CCCN(C(=O)c2ccco2)C1 (stereo not given)
    ·	0.7	-2	0	·	0	0.1	·	4
- O=C(CN1CCCN(Cc2ccc(F)cc2)S1(=O)=O)NC1CCCC1
    -6	-2.3	4	-1	0	1	4.5	1.7	-3
- NC(=O)CC[C@@H]1NC(=O)[C@@H]2CCCN2C(=O)c2cc([N+](=O)[O-])cc(I)c2NCCCC[C@@H](C(=O)NC(CC(=O)O)C(N)=O)NC1=O (stereo not given in full)
    4	-0.2	5	0	-1	·	1.6	3.5	8
- COc1ccccc1OCCCn1c(=O)sc2ccccc21
    -2	-4.3	-3	2	4	6	-0.3	-0.1	-3
- CC1=NN(c2nc3ccccc3[nH]2)C(=O)C1Cc1ccccc1 (stereo not given)
    2	-2.1	-4	6	3	·	0.9	-1.4	5
- O=C(Nn1c(Cc2ccccc2)nc2ccccc2c1=O)c1c(O)c2cccc3c2n(c1=O)CCC3
    -1	-3.3	-1	2	0	-1	·	-0.9	3
- CCn1nc(NC(=O)C2CCCO2)c2cc3cccc(C)c3nc21 (stereo not given)
    9	-4.6	?	7	1	0	-0.9	-0.2	-8
- Cc1cnc(NC(=O)CC(C)c2ccccc2)s1 (stereo not given)
    0	0.9	-4	2	0	9	2.4	-0.5	6
- COc1ccc(Cn2nnnc2C(c2cc3cc(C)ccc3[nH]c2=O)N2CCN(C)CC2)cc1 (stereo not given)
    6	-1.2	-4	8	3	2	·	0.4	4
- CCOc1ccc(NC(=S)Nc2ccccc2C2(C)CC2)cc1
    5	-3.7	-3	-1	6	8	·	1.4	4
- CCOc1ccc(-n2c(SCC(=O)NCc3ccco3)nc3ccccc3c2=O)cc1
    7	-0.9	-5	-1	-8	2	·	1.4	-3
- Cc1cc(C)c2oc(C(=O)NCCc3ccc(S(N)(=O)=O)cc3)cc(=O)c2c1
    6	0.4	-5	7	-4	1	-2.2	3.4	15
- O=S(=O)(Nc1cccc(-c2ccc(N3CCOCC3)nn2)c1)c1ccc(Cl)c(Cl)c1
    6	-6.0	24	-1	-29	2	4.2	·	-11
- COc1ccccc1NC(=O)C1CC(C)OC1=O (stereo not given)
    1	0.6	?	1	2	2	-0.6	-5.0	-4
- CCN(CC)C(=O)[C@H]1CC(CC(=O)NC/C=C(\C)CCC=C(C)C)C(=O)N2CCc3c([nH]c4ccccc34)[C@]12C (stereo not given in full)
    0	1.1	-5	4	-5	1	-2.5	-1.6	3
- CCOc1ccccc1C=NN1CCCCCC1
    -3	-1.8	-7	2	·	3	·	·	4
- O=C(NCCOc1cccnc1)C1CCC(=O)N(Cc2ccccc2F)C1 (stereo not given)
    -1	0.8	-1	-1	-5	-6	1.9	0.2	11
- CC(C)(C)NC(=O)COC(=O)c1cc(Cl)ccc1[N+](=O)[O-]
    9	-4.2	2	-2	3	5	-0.3	-5.7	-8
- CCOc1ccc(NC(=O)N(Cc2ccc(C)cc2)Cc2ccccn2)cc1
    4	·	3	0	-3	0	-0.7	-0.8	-7
